RXFP1 agonist – RXFP1 (human) receptor agonism; Potency, µM (highest dose often 57.5 µM), inactives show at the highest dose activation, hits mostly activators; HEK293T-RXFP1 cAMP TR-FRET, 30 min; response scale: percent of porcine relaxin response, buffer zero; 370,000 compounds, 0.3% hits; AID 2676; also: potency is read from the fitted curve at half-maximal effect; % is scaled to controls: 0 for no effect and ±100 for the full control effect; nearly all actives have a fitted effect of over 60% in size; many of its hits are not listed in these tables
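cAMP rise read by TR-FRET after 30 min, 37C compound exposure (up to 58 uM) in RXFP1-transfected HEK293 cells with Ro 20174 present. EC50 from Hill-equation fits, with 29 nM porcine relaxin as 100% and buffer as basal.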
D1 agonist – human D1 receptor agonism | P21728 | HEK293 T-REx D1 cells, calcium flux, agonist mode | activation, % at 2 µM | 360,000 compounds, 1% hits; in the data active = activation above about 30%; also: 0% is about no effect
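Inducible HEK293 T-REx D1 cells, force-coupled to calcium signalling, were plated at 4000 cells/well with tetracycline and held overnight at 30 C. After no-wash calcium dye loading, compound-evoked calcium rise over 180 s flagged agonists.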
D1 antagonist – blocks dopamine activation of the human D1 receptor. P21728. HEK293 TREx D1 cells, calcium flux, dopamine EC80; hits give low values. activity change, negative = inhibition, % at 10 µM. 360,000 compounds, 3.2% hits. AID 504652; in the data active = activity change below about -30%; also: % is scaled to controls: 0 for no effect and ±100 for the full control effect
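HEK293 T-REx cells expressing inducible, force-coupled D1 receptor; no-wash Ca dye, 30–90 min RT. Cmpd → 180 s read at 1 Hz → EC80 DA → 180 s read.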
Vif-APOBEC3F blk – Vif-A3F binding inhibition. HeLa A3F-eYFP + Vif (tagged APOBEC3F with the HIV-1 protein that degrades it), YFP fluorescence increase. Potency, µM (series often up to 46.1 µM), without a hit: top-dose activity, negative = active. 390,000 compounds, 0.2% hits; also: potency is read from the fitted curve at half-maximal effect; % of control where 0% means no effect; nearly all actives have a fitted effect of over 65% in size
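HeLa cells stably expressing Vif plus C-terminally eYFP-tagged A3F were seeded, incubated overnight at 37 deg C, dosed with compound, incubated overnight again at 37 deg C. Yellow fluorescence (Ex 488/Em 500-530) reported blocked Vif-mediated A3F-eYFP degradation.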
D2 PAM – positively modulates the human D2 dopamine receptor allosterically; P14416; HEK293 T-REx D2, calcium flux, EC20 dopamine potentiation; potentiation, % at 10 µM; 340,000 compounds, 0.34% hits; AID 485347;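 active = potentiation over 3 SD above the plate norm, cut at about 30% in these data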; also: 0% is about no effect
Target sequence (P14416 whole entry, looked up): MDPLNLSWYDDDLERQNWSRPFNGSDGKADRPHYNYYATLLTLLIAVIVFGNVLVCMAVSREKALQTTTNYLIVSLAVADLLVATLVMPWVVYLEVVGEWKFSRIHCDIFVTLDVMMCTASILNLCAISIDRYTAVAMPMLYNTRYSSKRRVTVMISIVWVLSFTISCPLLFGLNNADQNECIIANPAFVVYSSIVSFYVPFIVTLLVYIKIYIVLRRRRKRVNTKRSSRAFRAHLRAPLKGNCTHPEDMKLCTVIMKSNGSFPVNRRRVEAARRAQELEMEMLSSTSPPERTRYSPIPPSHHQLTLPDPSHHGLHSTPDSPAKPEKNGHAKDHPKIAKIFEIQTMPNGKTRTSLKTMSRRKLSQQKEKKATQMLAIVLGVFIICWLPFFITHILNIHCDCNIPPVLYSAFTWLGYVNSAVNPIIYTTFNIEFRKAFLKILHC
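Calcium flux readout, no-wash dye, 1 read/s. Inducible HEK293 Trex D2 line, overnight 30 C. Compound alone 180 s (agonist flags), then EC20 dopamine, another 180 s to score potentiation.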
GRP78 ERSR act – ER stress response induction in glioma | 420,000 compounds, 0.02% hits | U87-MG GRP78 promoter luciferase reporter, 16 h | Potency, µM, for inactives: at the highest dose activation, most hits filed as activators | AID 602332; also: potency is read from the fitted curve at half-maximal effect; series mostly up to about 76 µM; % of control where 0% means no effect; nearly all actives have a fitted effect of over 35% in size
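ERSR induction read as luciferase luminescence (Bright-Glo, 10 min at room temperature) in stably transfected human U87-MG glioma cells exposed to compounds for 16 h, using GRP78 as sensor.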
RXFP1 antag – blocks the human relaxin receptor RXFP1. Q9HBX9. HEK293-RXFP1, relaxin-stimulated cAMP HTRF, 30 min; hits give low values. activity change, negative = inhibition, % at 57.5 µM. 350,000 compounds, 0.59% hits. AID 1259400;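 active = activity change of -60% or lower, but not beyond a set lower limit; inconclusive = change between -60% and -40%, or beyond the set limit; inactive = change above -40%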; also: % is scaled to controls: 0 for no effect and ±100 for the full control effect
D1 potentiator – enhances dopamine response at the human D1 receptor; P21728; HEK293 TREx D1 cells, calcium flux, dopamine EC20 potentiation; potentiation, % at 10 µM; 360,000 compounds, 0.036% hits; in the data active = potentiation above about 30%; also: 0% is about no effect
Vif-A3G inh – inhibitors of Vif-APOBEC3G interaction; HeLa A3G-eYFP + Vif (tagged APOBEC3G with the HIV-1 protein that degrades it), YFP fluorescence, overnight; 410,000 compounds, 0.076% hits; Potency, µM (doses to about 46.1 µM), without a hit: at the top dose activity, negative = active, most hits filed as inhibitors; AID 602310; Q9HC16;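 also: potency is read from the fitted curve at half-maximal effect; % is scaled to controls: 0 for no effect and ±100 for the full control effect; nearly all actives have a fitted effect of over 60% in size; hits raise eYFP signal because A3G escapes Vif-driven loss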
Target sequence (Q9HC16 whole entry, looked up): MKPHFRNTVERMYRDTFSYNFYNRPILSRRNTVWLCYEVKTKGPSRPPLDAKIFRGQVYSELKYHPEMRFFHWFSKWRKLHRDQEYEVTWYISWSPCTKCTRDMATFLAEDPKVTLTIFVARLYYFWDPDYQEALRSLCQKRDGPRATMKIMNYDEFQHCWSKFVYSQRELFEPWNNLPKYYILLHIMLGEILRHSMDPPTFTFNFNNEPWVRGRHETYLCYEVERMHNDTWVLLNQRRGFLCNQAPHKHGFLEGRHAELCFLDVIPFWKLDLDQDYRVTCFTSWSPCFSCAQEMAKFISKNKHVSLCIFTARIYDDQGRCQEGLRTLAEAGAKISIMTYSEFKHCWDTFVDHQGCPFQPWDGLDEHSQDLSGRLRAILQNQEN
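HeLa cells stably expressing Vif and C-terminally eYFP-tagged A3G, seeded overnight at 37 deg C, then exposed to compound by pintool overnight at 37 deg C. Rise in yellow fluorescence (Ex 488/Em 500-530, Acumen) marks blocked Vif-driven A3G degradation.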
* = called active by the depositor; u = inconclusive; x = not tested or not shown. Unless noted, calls follow the shape of the dose curve; as a rule, active = well fitted curve in the direction sought with a large enough effect; inconclusive = small, poorly fitted or top-dose-only effect, or another doubt; inactive = no such curve, though single readings can be large; an effect the other way counts as inactive or inconclusive.

[1] O=C(c1ccco1)N1CCN(C(=O)N2CCCCC2)CC1
[2] CCc1ccc2c(c1)cc(CN(C(=S)Nc1ccccc1Cl)C1CC1)c1nnnn12
[3] CC(=O)OC(C)(C)C#CCN1CCCC1
[4] CCCCNC(=O)C1CCN(Cc2nc(-c3ccc(OC)c(OC)c3)oc2C)CC1
[5] COc1cc2cc(CN(Cc3cccnc3)C(=O)Nc3ccccc3F)c(=O)[nH]c2cc1OC
[6] CN1CCN(C(=O)c2cnn(-c3ccccc3)c2NC(=O)c2ccc(Br)cc2)CC1
[7] CCOCc1cnc(C)nc1NCC(=O)c1c(C)[nH]c2ccccc12
[8] CCOC(=O)CCNC(=O)N1CCCC(C(=O)c2cccc(OC(C)C)c2)C1 (configuration not stated)
assay / entry | 1 | 2 | 3 | 4 | 5 | 6 | 7 | 8
RXFP1 agonist | -0.1% | 28% | -0.1% | 1.5% | -3.5% | x | -2.9% | -0.7%
D1 agonist | 2 | 1 | 1 | -1 | 0 | x | 0 | -2
D1 antagonist | -3 | -11 | 9 | 7 | -3 | x | -8 | -30
Vif-APOBEC3F blk | 3% | -7% | -4% | 3% | -1% | -11% | -4% | 1%
D2 PAM | -2 | -2 | 11 | -2 | 2 | x | -16 | 3
GRP78 ERSR act | 0% | -5% | -3% | -1% | -3% | -3% | -5% | -4%
RXFP1 antag | -11 | -13 | 0 | x | -2 | -6 | 3 | 5
D1 potentiator | 2 | 2 | -6 | -3 | -2 | x | -2 | -8
Vif-A3G inh | 0% | 0% | 0% | -3% | 2% | 0% | 4% | 3%

[9] CCOc1ccc(S(=O)(=O)NCc2cccnc2)cc1C(C)C
[10] Cc1ccc(SC(C)C(=O)Nc2c(C)n(C)n(-c3ccccc3)c2=O)cc1 (configuration not stated)
[11] O=C(COC(=O)c1nc(Cl)ccc1Cl)c1ccccc1Cl
[12] Cc1cc(C)c(NC(=O)Cn2cc3c(n2)CCCC3)c(C)c1
[13] O=C(N/N=C/C(Cl)=C/c1ccc([N+](=O)[O-])cc1)C(=O)Nc1ccc(C(=O)O)cc1
[14] O=C(Nc1nc(-c2ccco2)cs1)c1ccccc1
[15] Cc1ccccc1-c1noc(-c2ccc(NCC3CCCO3)c([N+](=O)[O-])c2)n1 (configuration not stated)
[16] COc1ccc(-c2ccc(SCC(=O)NCc3ccc4c(c3)OCO4)nn2)cc1OC
assay / entry | 9 | 10 | 11 | 12 | 13 | 14 | 15 | 16
RXFP1 agonist | -1.3% | 2.0% | 0.2% | -0.2% | -1.3% | 0.1% | 15% | -1.4%
D1 agonist | 7 | 3 | 0 | 14 | 1 | 1 | 2 | -1
D1 antagonist | -12 | x | -14 | -2 | 10 | -8 | 1 | 1
Vif-APOBEC3F blk | -1% | 4% | 5% | 2% | u | -2% | u | -4%
D2 PAM | -4 | -15 | -19 | 8 | 12 | -3 | -4 | 4
GRP78 ERSR act | -5% | -2% | -5% | -3% | -3% | 11% | 1% | 1%
RXFP1 antag | -5 | -1 | -5 | 0 | 11 | -16 | x | -35
D1 potentiator | -11 | -4 | -5 | -6 | 0 | -6 | 0 | -6
Vif-A3G inh | 0% | 0% | 0% | 0% | 5% | -11% | -1% | -3%

[17] COc1cccc(CNC(=O)c2ccccc2NC(=O)C2=C(C)OCCS2)c1
[18] CC(=O)Nc1ccc(NC(=O)C(C)OC(=O)CCCN=C2NS(=O)(=O)c3ccccc32)cc1 (configuration not stated)
[19] Cc1c(Cl)cccc1-n1ncc(C(=O)N2CCN(C)CC2)c1C1CCN(C(=O)OC(C)(C)C)CC1
[20] COc1ccc(Cl)c(Cn2c(NCc3ccccn3)nc3c2c(=O)n(C)c(=O)n3C)c1
[21] CN(C(=O)CSc1nnc(-c2ccc(C(C)(C)C)cc2)n1C)C1CCS(=O)(=O)C1 (configuration not stated)
[22] C=CCOc1ccc(/C=C/C(=O)OCC(=O)NC2CCCCCC2)cc1
[23] Cc1nc(C(=O)N2CCCC(N3CCN(c4ccc(F)cc4)CC3)C2)cs1 (configuration not stated)
[24] COC(=O)/C=C1\SC(=Nc2ccc(OC)cc2)NC1=O
assay / entry | 17 | 18 | 19 | 20 | 21 | 22 | 23 | 24
RXFP1 agonist | 1.8% | -0.5% | -1.0% | 1.6% | -2.7% | -1.5% | x | 1.7%
D1 agonist | 7 | 2 | 5 | 1 | -1 | 1 | x | -4
D1 antagonist | 2 | -10 | 5 | -4 | 8 | -2 | x | -2
Vif-APOBEC3F blk | 6% | u | 0% | -7% | -1% | -11% | -2% | 2%
D2 PAM | 12 | 5 | -7 | -5 | x | x | x | -7
GRP78 ERSR act | -1% | -5% | -2% | -5% | 1% | -1% | -5% | 0%
RXFP1 antag | 18 | 0 | -9 | -4 | -3 | -2 | 3 | -5
D1 potentiator | 7 | 2 | -2 | 8 | 2 | -3 | x | 4
Vif-A3G inh | -8% | -1% | 4% | -1% | 4% | 1% | 4% | 2%

[25] Cc1ccc(-n2ncc3c2CCCC3NC(=O)CCCN2CCCC2=O)cc1C (configuration not stated)
[26] CCC1SC2=NC(C)=C(C(=O)OCCOC)C(/C=C/c3ccccc3OC)N2C1=O (configuration not stated)
[27] COC1CC(C)NC(=S)N1 (configuration not stated)
[28] CCOc1ccc(-n2cc(C(=O)c3cc(Cl)ccc3O)cc(C#N)c2=O)cc1
[29] O=C(NCCOC(=O)Nc1cccc2ccccc12)OCc1ccccc1
[30] Cc1ccc(C(=O)CCC(=O)NC2=NCCS2)cc1
[31] Nc1nc(NCCc2ccccc2)nc(NCCO)c1[N+](=O)[O-]
[32] Cc1ccc2nc(NC(=O)c3ccc(N4C(=O)CCC4=O)cc3)sc2c1
assay / entry | 25 | 26 | 27 | 28 | 29 | 30 | 31 | 32
RXFP1 agonist | -2.8% | -0.4% | -0.8% | 2.8% | x | 1.5% | 2.1% | 23%
D1 agonist | 2 | 3 | 4 | 27 | x | 3 | -1 | 10
D1 antagonist | 19 | 9 | -1 | -20 | x | 23 | 11 | -9
Vif-APOBEC3F blk | -1% | -5% | 1% | -2% | 2% | -18% | -16% | u
D2 PAM | -3 | 24 | 10 | 8 | x | -4 | 34* | 6
GRP78 ERSR act | 0% | 1% | -5% | -6% | -3% | -3% | 1% | -4%
RXFP1 antag | -10 | 8 | 3 | -38 | 3 | -9 | 9 | -12
D1 potentiator | -1 | 3 | 9 | -6 | x | 4 | -2 | -3
Vif-A3G inh | 1% | 0% | -1% | -7% | -4% | 1% | -20% | -6%

Reformatted as labelled records: part of the list above.
#18 CC(=O)Nc1ccc(NC(=O)C(C)OC(=O)CCCN=C2NS(=O)(=O)c3ccccc32)cc1 (configuration not stated)
- RXFP1 agonist = -0.5%
- D1 agonist = 2
- D1 antagonist = -10
- Vif-APOBEC3F blk = u
- D2 PAM = 5
- GRP78 ERSR act = -5%
- RXFP1 antag = 0
- D1 potentiator = 2
- Vif-A3G inh = -1%
#19 Cc1c(Cl)cccc1-n1ncc(C(=O)N2CCN(C)CC2)c1C1CCN(C(=O)OC(C)(C)C)CC1
- RXFP1 agonist = -1.0%
- D1 agonist = 5
- D1 antagonist = 5
- Vif-APOBEC3F blk = 0%
- D2 PAM = -7
- GRP78 ERSR act = -2%
- RXFP1 antag = -9
- D1 potentiator = -2
- Vif-A3G inh = 4%

Next section
[33] COC(=O)CN(c1cccc(C(C)=O)c1)S(C)(=O)=O
[34] CCN1CCN(C(CNS(=O)(=O)c2ccc(Cl)cc2)c2cccnc2)CC1 (configuration not stated)
[35] COc1ccc(OC)c(-c2csc(NC(=O)CSCC(=O)Nc3cc(C)on3)n2)c1
[36] Cc1ccsc1C(=O)NCCc1c[nH]c2ccccc12
[37] COc1cccc(CNC(=O)c2cc3ccccn3n2)c1
[38] CC(=O)c1c(C(C)=O)c(C)n(NC(=O)c2ccccc2Cl)c1C
[39] COc1ccccc1NC(=O)c1cc([N+](=O)[O-])ccc1NCCN1C(=O)CCC1=O
[40] CC(C)(C)N(CC#CCC1(O)c2ccccc2-c2ccccc21)CCO
assay / entry | 33 | 34 | 35 | 36 | 37 | 38 | 39 | 40
RXFP1 agonist | 1.5% | 1.6% | -1.0% | -0.6% | -0.2% | 0.0% | 0.9% | -0.8%
D1 agonist | 4 | 1 | 1 | 1 | 3 | 15 | 2 | 7
D1 antagonist | -12 | -13 | -24 | 5 | -1 | -49* | -1 | -8
Vif-APOBEC3F blk | -8% | -1% | -1% | -12% | 9% | -5% | 11% | 0%
D2 PAM | 5 | 3 | -11 | -8 | -16 | 0 | -24 | -5
GRP78 ERSR act | 1% | -5% | -2% | 12% | 3% | -1% | 4% | -4%
RXFP1 antag | -14 | -11 | -1 | 2 | 1 | 8 | 1 | -4
D1 potentiator | 5 | -1 | -2 | -5 | x | -12 | -3 | -2
Vif-A3G inh | 0% | -1% | -10% | 2% | 0% | 8% | 9% | -4%

[41] CCOC(=O)C1CCc2sc(N)c(C#N)c21 (configuration not stated)
[42] CCCCc1c(O)nc(SCC(=O)Nc2ccc3c(c2)CCC3)[nH]c1=O
[43] CCc1ccc([C@@H]2C[C@H]3[C@@H](CN2S(=O)(=O)c2ccc(C)cc2)C(=O)C[C@@H](c2ccc(Cl)cc2)N3S(=O)(=O)c2ccccc2C)cc1
[44] O=C(COC(=O)CCCOc1ccccc1)NNC(=O)c1ccc([N+](=O)[O-])cc1
[45] O=C(NCc1ccccc1Cl)C(=O)NCC1OCCN1S(=O)(=O)c1cccs1 (configuration not stated)
[46] CCOC(=O)C1=C(C)NC(=S)NC1c1ccc(-c2cccc(Cl)c2C)o1 (configuration not stated)
[47] O=c1ccnc(Nc2ccc3c(c2)OCCO3)[nH]1
assay / entry | 41 | 42 | 43 | 44 | 45 | 46 | 47
RXFP1 agonist | -0.6% | 1.6% | x | 0.9% | -0.8% | 0.2% | -1.1%
D1 agonist | 1 | 0 | x | 1 | 7 | 0 | 3
D1 antagonist | -2 | -4 | x | 9 | -11 | 10 | -4
Vif-APOBEC3F blk | -7% | 2% | -17% | 4% | 12% | -4% | 17%
D2 PAM | 17 | -2 | x | 4 | -3 | -10 | -6
GRP78 ERSR act | -2% | 7% | -2% | -5% | -1% | -12% | -10%
RXFP1 antag | -16 | -13 | -3 | -16 | -13 | -13 | -3
D1 potentiator | 0 | 7 | x | -2 | -5 | -2 | 1
Vif-A3G inh | -3% | -10% | -7% | 2% | -3% | -5% | 1%

Source: PubChem BioAssay

A portion of the library; rates above refer to the full screens.
